IDH1 R132H inh – qHTS for Inhibitors of mutant isocitrate dehydrogenase 1 (IDH1): qHTS; Isocitrate dehydrogenase [NADP] cytoplasmic (Homo sapiens), O75874; IDH1-R132H enzyme, NADPH consumption, diaphorase/resazurin fluorescence; Potency, µM (top dose mostly 76.6 µM), for the others: at the top dose activity change, negative = inhibition, hits mostly inhibitors; 0.093% of 390,000 active; note: potency is the fitted concentration of half-maximal effect; % is set by controls: 0 for no effect and ±100 for the full control effect; nearly all actives have a fitted effect of over 65% in size
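IDH1-R132H (0.5 ug/mL dispensed) in pH 7.5 Tris buffer was preincubated 30 min with compound, then given a substrate mix of 0.016 mM NADPH and 2 mM alpha-KG for 80 min at room temperature; remaining NADPH was read by diaphorase/resazurin fluorescence.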
TrxR1 inh – qHTS Assay for Inhibitors of Mammalian Selenoprotein Thioredoxin Reductase 1 (TrxR1): qHTS | 1% of 390,000 active | Thioredoxin reductase 1, cytoplasmic (Rattus norvegicus), O89049 | AID 588453, 2011 | Potency, µM (top dose mostly 114 µM), for inactives: top-dose activity change, negative = inhibition, actives largely listed as inhibitors | recombinant rTrxR1, NADPH fluorescence consumption, selenite substrate; note: potency is the fitted concentration of half-maximal effect; % is set by controls: 0 for no effect and ±100 for the full control effect; nearly all actives have a fitted effect of over 65% in size
Target sequence (O89049 whole entry, looked up): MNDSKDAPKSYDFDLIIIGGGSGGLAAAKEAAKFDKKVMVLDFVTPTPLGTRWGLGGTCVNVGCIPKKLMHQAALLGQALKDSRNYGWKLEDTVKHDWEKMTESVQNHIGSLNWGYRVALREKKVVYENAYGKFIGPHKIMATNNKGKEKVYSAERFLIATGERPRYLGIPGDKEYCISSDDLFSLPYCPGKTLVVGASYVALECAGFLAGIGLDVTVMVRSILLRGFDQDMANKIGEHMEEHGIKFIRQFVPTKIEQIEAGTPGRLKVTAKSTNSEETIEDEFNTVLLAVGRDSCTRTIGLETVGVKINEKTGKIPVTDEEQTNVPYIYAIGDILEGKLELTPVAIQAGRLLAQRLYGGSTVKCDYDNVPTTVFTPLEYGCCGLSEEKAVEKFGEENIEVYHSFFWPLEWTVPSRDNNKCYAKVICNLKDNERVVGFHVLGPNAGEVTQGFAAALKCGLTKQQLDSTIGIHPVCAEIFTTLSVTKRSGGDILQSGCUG
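Rat TrxR1 (90 nM in the dispensed reagent) was pre-reduced with 400 uM NADPH for 5 min at room temperature, then incubated with compound for 15 min. After 400 uM selenite was added, NADPH fluorescence (Ex 340/Em 450 nm) was followed for 8 min.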
D2 agonist – HTS Assay for Allosteric Agonists of the Human D2 Dopamine Receptor: Primary Screen for Agonists; D(2) dopamine receptor (Homo sapiens), P14416; HEK293 T-REx D2 cells, calcium flux agonist mode; activation, % at 2 µM; 0.53% of 340,000 active; AID 485358, 2010;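 active = activation over 3 SD above normal in the single-dose calcium agonist read, cut at about 30% in these data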; note: 0% is about no effect
Target sequence (P14416 whole entry, looked up): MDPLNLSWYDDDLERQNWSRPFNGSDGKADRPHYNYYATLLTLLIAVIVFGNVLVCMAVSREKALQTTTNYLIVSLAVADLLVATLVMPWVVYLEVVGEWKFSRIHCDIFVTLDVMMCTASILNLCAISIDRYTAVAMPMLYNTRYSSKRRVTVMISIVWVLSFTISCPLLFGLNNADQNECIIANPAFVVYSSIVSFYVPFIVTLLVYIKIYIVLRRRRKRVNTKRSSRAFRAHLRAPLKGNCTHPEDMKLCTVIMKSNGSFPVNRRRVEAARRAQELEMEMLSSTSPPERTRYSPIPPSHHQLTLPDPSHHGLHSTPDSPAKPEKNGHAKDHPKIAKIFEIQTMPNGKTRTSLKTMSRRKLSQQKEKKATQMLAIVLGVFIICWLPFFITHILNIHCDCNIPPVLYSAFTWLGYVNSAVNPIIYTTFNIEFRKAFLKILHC
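HEK293 Trex D2 cells, tetracycline-induced, o/n 30 C 5% CO2; no-wash Ca dye, RT 30–90 min; 10-cycle baseline, 23 nl cpd added, kinetic Ca read 180 s; agonist hits = positive Ca response.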
Pin1 inhibitor – qHTS Assay to Find Inhibitors of Pin1; Peptidyl-prolyl cis-trans isomerase NIMA-interacting 1 (Homo sapiens), Q13526; Pin1 FP peptide displacement, HiFluor488, 10 min; Potency, µM (series often up to 115 µM), inactives show at the top dose activity, negative = inhibition, usual class: inhibitors; 0.009% of 390,000 active; active = well fitted inhibition curve with a large enough effect in the polarisation, with a control signal flat, not every such curve was filed as active; inconclusive = small, poorly fitted or top-dose-only effect, or effect the other way, or a change in a side signal; inactive = no such curve, though single readings can be large or run the other way; the % refers to the polarisation; note: potency is the fitted concentration of half-maximal effect; % is set by controls: 0 for no effect and ±100 for the full control effect
TRHR enhancer – qHTS for Small Molecule Agonists and Allosteric Enhancers of Human TRH Receptor: Primary Screen for Enhancers; TRHR cells, fluo-8 calcium fluorescence, EC20 TRH enhancement; enhancement, % at 2 µM; 0.66% of 360,000 active; in the data active = enhancement above about 30%; note: 0% is about no effect
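Enhancer read-out: after compound pinning and an initial kinetic agonist-mode read, an EC20 of TRH (10 nM final) was injected and fluo-8 calcium signal (Ex 480/Em 530) followed at 1 s/cycle for 100 cycles in TRHR-expressing cells.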
USP1 inh – Inhibitors of USP1/UAF1: Primary Screen. Ubiquitin carboxyl-terminal hydrolase 1 (Homo sapiens), O94782. recombinant USP1/UAF1, Ub-Rhodamine cleavage fluorescence. Potency, µM (titrated, usually from 57.1 µM), inactives show at the highest dose activity change, negative = inhibition, actives largely listed as inhibitors. 0.23% of 390,000 active. AID 743255, 2014; note: potency is the fitted concentration of half-maximal effect; % is set by controls: 0 for no effect and ±100 for the full control effect; nearly all actives have a fitted effect of over 60% in size; inactives centre near -12
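1 nM enzyme complex + cpd, 15 min RT; start with Ub-Rho 150nM final; kinetic fluorescence ex 480/em 540, 6 reads q60 s. Buffer 50mM HEPES pH 7.8, 0.5mM EDTA, 0.1 mg/ml BSA, 1mM TCEP, 0.01% Tween-20.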
TRHR agonist – qHTS for Small Molecule Agonists and Allosteric Enhancers of Human TRH Receptor: Primary Screen for Agonists; TRHR cells, calcium flux fluo-8, FDSS agonist mode; activation, % at 2 µM; 0.18% of 360,000 active; AID 493084, 2011; in the data active = activation above about 30%; note: 0% is about no effect
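Read-out: compound-evoked intracellular calcium rise in TRHR cells, fluo-8 dye, kinetic FDSS fluorescence at 1 s/cycle following a 10-cycle baseline. Cells cultured overnight before dye loading (30 min–1.5 h, RT).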
TrxR1 substrate – qHTS Assay for Substrates of Mammalian Selenoprotein Thioredoxin Reductase 1 (TrxR1): qHTS. 0.01% of 390,000 active. purified TrxR1 substrate turnover, NADPH consumption readout. Thioredoxin reductase 1, cytoplasmic (Rattus norvegicus), O89049. Potency, µM (titrated, usually from 114 µM), for inactives: at the top dose activity change, negative = substrate turnover; note: potency is the fitted concentration of half-maximal effect; % is set by controls: 0 for no effect and ±100 for the full control effect; nearly all actives have a fitted effect of over 50% in size
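Rat TrxR1, dispensed at 90 nM, was prereduced with 400 uM NADPH (final) for 5 min at ~22 deg C, then incubated with compound 15 min before 400 uM selenite. A first-read NADPH fluorescence drop versus no-compound background flagged substrates.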
D2 antag – HTS Assay for Allosteric Antagonists of the Human D2 Dopamine Receptor: Primary Screen for Antagonists; inhibition, % at 10 µM; 2% of 340,000 active; D(2) dopamine receptor (Homo sapiens), P14416; HEK293 TREx D2 cells, calcium flux, dopamine EC80; in the data active = inhibition above about 30%; note: 0% is about no effect
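Dopamine at EC80 is the agonist stimulus; test compounds precede it by 180 s. Calcium flux read kinetically in a force-coupled, inducible HEK293 T-REx D2 cell line.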
Numbers without * were called inactive; ? = inconclusive; . = not tested or not shown; [ ] = remark or other dose. Unless noted, calls come from the whole dose curve; as a rule, active = well fitted inhibition curve with a large enough effect; inconclusive = small, poorly fitted or top-dose-only effect; inactive = no such curve, though single readings can be large or run the other way. The list is partial. The share of hits here may be higher or lower than overall.

The opening three records (preview)
SMILES	IDH1 R132H inh	TrxR1 inh	D2 agonist	Pin1 inhibitor	TRHR enhancer	USP1 inh	TRHR agonist	TrxR1 substrate	D2 antag
COC(=O)CCC(=O)NC(=S)Nc1c(C)cccc1C	1%	-14%	-0.1	6%	1	-4%	0.9	1%[57.1 µM]	3
Cc1ccc2sc(N(CCN(C)C)C(=O)/C=C/c3cccs3)nc2c1C	11%	17%	0.4	4%	-8	-3%	0.2	-1%	2
Cc1ccccc1-n1nc(C)c(N=O)c1N	3%	21%	2.0	-2%	-20	-6%	0.2	-3%	13

All compounds of this part, from the first entry:
SMILES	IDH1 R132H inh	TrxR1 inh	D2 agonist	Pin1 inhibitor	TRHR enhancer	USP1 inh	TRHR agonist	TrxR1 substrate	D2 antag
COC(=O)CCC(=O)NC(=S)Nc1c(C)cccc1C	1%	-14%	-0.1	6%	1	-4%	0.9	1%[57.1 µM]	3
Cc1ccc2sc(N(CCN(C)C)C(=O)/C=C/c3cccs3)nc2c1C	11%	17%	0.4	4%	-8	-3%	0.2	-1%	2
Cc1ccccc1-n1nc(C)c(N=O)c1N	3%	21%	2.0	-2%	-20	-6%	0.2	-3%	13
CCOc1ccccc1OCCCC(=O)Nc1cccc(S(=O)(=O)N2CCOCC2)c1	-4%	40%[activator]	0.6	?	6	-12%	-0.1	2%	1
O=C(c1ccc(C#CC2(O)CCCCC2)cc1)N1CCN(Cc2ccccc2)CC1	3%	0%[57.1 µM]	-1.7	1%	9	-20%	0.0	-6%	-10
O=C(CSc1ncnc2c1oc1ccccc12)Nc1nc2ccccc2s1	-3%	22%	0.3	17%	0	-18%	0.7	-1%	-7
Clc1ccc(Oc2cccc(/C=N/n3cnnc3)c2)cc1	5%	11%[57.1 µM]	-2.3	22%	1	-9%	-0.1	9%	-17
CCCCOc1ccc(C(=O)Oc2cc(C)[nH]c(=O)c2[N+](=O)[O-])cc1	-4%	21%	0.4	6%	-3	-21%	-0.2	0%	77*
CC(=O)Nc1nc2c(F)cccc2s1	5%	13%[57.1 µM]	.	-4%	.	-26%	.	6%[57.1 µM]	.
FC(F)(F)COc1ccc(-n2ccnc2)nn1	6%	23%[57.1 µM]	0.6	5%	2	-13%	0.2	-13%[57.1 µM]	0
Cc1ccc(C(=O)OCC(=O)Nc2cc(S(C)(=O)=O)ccc2Cl)cc1S(=O)(=O)N1CCCCC1	6%	8%	0.6	8%	-6	-12%	-0.1	1%	2
Cc1cc(C(=O)NCC(c2cccs2)N2CCOCC2)ccc1[N+](=O)[O-] (configuration not stated)	6%	-18%	0.6	-3%	-5	-16%	-0.7	-7%	26
Cc1c(C(=O)O)sc2nc(SCC(=O)Nc3ccc(S(=O)(=O)NC(C)(C)C)cc3)[nH]c(=O)c12	0%	-6%[57.1 µM]	-0.8	-3%	2	-16%	0.4	-4%[57.1 µM]	-16
Cc1cc(C)nc(N2CCC(C(=O)NCc3cccc(C(F)(F)F)c3)CC2)n1	0%	13%[57.1 µM]	0.2	1%	7	-9%	0.3	5%	-2
COc1ccccc1C(=O)N1CCN=C1SCc1cccnc1	9%	14%	-1.0	-3%	-3	-10%	-1.3	-2%	2
O=C(CNC1CCCCC1)NCC1(c2ccccc2)CCCC1	9%	-2%[57.1 µM]	0.9	3%	-5	-8%	0.2	-3%[57.1 µM]	-3
CCN1CCN(C2=CC3=CC(=C(C#N)C#N)CCC3CC2)CC1 (configuration not stated)	3%	-16%	142*	?	-22	28µM*	235*	-16%	79*
CCOc1ccc(S(=O)(=O)Nc2ccc(-c3ccc(OC)nn3)cc2)cc1	0%	10%[57.1 µM]	1.0	0%	10	-14%	1.5	-2%[57.1 µM]	.
O=C(Nc1ccncc1)c1cc(S(=O)(=O)N2CCCC2)ccc1Cl	-5%	14%	.	0%	.	3%	.	-7%	.
CC(=O)N(Cc1nc2sc(C)c(C)c2c(=O)[nH]1)C1CCCC1	5%	9%[57.1 µM]	-0.5	1%	-1	-11%	-0.5	-7%[57.1 µM]	15
O=C(COC(=O)CCc1ccc(S(=O)(=O)N2CCOCC2)cc1)Nc1cccc(Cl)c1	2%	13%[57.1 µM]	1.1	?	0	-14%	0.1	2%[57.1 µM]	-5
Cc1nnc(NC(=O)c2ccc(S(=O)(=O)N3CC(C)CC(C)C3)cc2)o1 (configuration not stated)	2%	16%	0.2	-14%	1	-2%	-0.2	1%	-4
CCCNC(=O)c1cccc(Cn2cc(Br)c([N+](=O)[O-])n2)c1	1%	-1%	1.7	1%	-2	-15%	0.0	-1%	6
Cc1cccnc1CN1CCN(C(=O)CCc2nnc(CCc3ccccc3)o2)CC1	-15%	7%	1.7	1%	-5	-5%	0.3	0%	20
COc1cc(S(=O)(=O)Nc2c(C)nn(C)c2C)ccc1NC(C)=O	2%	3%	-0.1	-9%	8	-13%	0.1	1%	-5

Single values from the entries so far.
FC(F)(F)COc1ccc(-n2ccnc2)nn1 in USP1 inh = -13%
O=C(CSc1ncnc2c1oc1ccccc12)Nc1nc2ccccc2s1 in USP1 inh = -18%
COc1cc(S(=O)(=O)Nc2c(C)nn(C)c2C)ccc1NC(C)=O in TrxR1 substrate = 1%
COC(=O)CCC(=O)NC(=S)Nc1c(C)cccc1C in IDH1 R132H inh = 1%
CC(=O)N(Cc1nc2sc(C)c(C)c2c(=O)[nH]1)C1CCCC1 in D2 antag = 15
CCOc1ccc(S(=O)(=O)Nc2ccc(-c3ccc(OC)nn3)cc2)cc1 in TrxR1 inh = 10%[57.1 µM]
CCN1CCN(C2=CC3=CC(=C(C#N)C#N)CCC3CC2)CC1 (configuration not stated) in USP1 inh = 28µM*

(listing goes on)
SMILES	IDH1 R132H inh	TrxR1 inh	D2 agonist	Pin1 inhibitor	TRHR enhancer	USP1 inh	TRHR agonist	TrxR1 substrate	D2 antag
CCc1ccc(C(O)(CC(C)C)C(CN2CCOCC2)c2ccccc2)cc1 (configuration not stated)	-4%	11%	-0.3	1%	-5	-12%	0.5	-8%	-5
CSCC[C@H](NC(=O)[C@H]1CC[C@H](CNC(=O)[C@@H](N)Cc2ccccc2)CC1)C(=O)O	14%	-15%	0.8	-19%	1	-8%	1.6	-9%	12
COc1ccc(NC(=O)CN2CCN(C(=O)N3CCOCC3)CC2)cc1	1%	5%[57.1 µM]	-0.8	5%	0	1%	-1.8	3%[57.1 µM]	-1
Cc1cc(-c2nnc(CCC(=O)NC(C)c3cccc4ccccc34)o2)no1 (configuration not stated)	5%	9%	-0.2	-2%	-10	-25%	-0.5	8%	3
COc1ccc2c(c1)CCc1c(C(=O)Nc3ccc(C#N)cc3)noc1-2	-9%	22%	0.3	1%	2	?	1.0	2%	.
Cc1ccc(-c2noc(C3CCCN(C(=O)c4cccc(Cl)c4)C3)n2)o1 (configuration not stated)	-10%	4%	-0.2	-2%	-1	-4%	-0.5	0%	-3
C=CCN1C(=O)C(O)(CC(=O)c2ccco2)c2cc(Br)ccc21 (configuration not stated)	19%	-5%[57.1 µM]	.	1%	-3	-12%	-0.1	-5%[57.1 µM]	.
O=S(=O)(c1cccc2ccccc12)N1CCCCC1	2%	3%	-2.7	-3%	-2	-26%	-0.2	-1%	0
CN(C(=O)c1ccc(NC(=O)Cc2cccc(NC(=O)C3CCCN(C(=O)c4ccccc4)C3)c2)cc1)C1CC1 (configuration not stated)	3%[38.3 µM]	20%	.	-3%	.	-17%	.	2%	.
CCC(=O)NC(=S)Nc1ccc(-c2nc3ccccc3s2)cc1	4%	11%[57.1 µM]	0.6	2%	1	-8%	-0.1	5%[57.1 µM]	-3
CC1CC1C(=O)N(C)CC(=O)Nc1cccc(F)c1 (configuration not stated)	7%	17%	.	-10%	-5	-9%	0.0	9%	.
CCC(=O)Nc1cccc(NC(=O)c2cccnc2)c1	3%	8%	0.8	4%	-3	5%	1.8	1%	-5
COc1cc(/C=N/NC(=O)CC2(C)OCCCO2)ccc1OCc1ccc(Cl)cc1Cl	-3%	16%	0.1	-2%	1	-19%	1.0	9%[57.1 µM]	31*
O=C(Nc1ccccc1C(=O)Nc1cccnc1)c1ccccc1	1%	23%[57.1 µM]	2.6	4%	-2	-18%	0.0	8%[57.1 µM]	-4
CC(NC(=O)c1ccccc1NC(=O)c1ccccc1)C(=O)N1CCOCC1 (configuration not stated)	-2%	-17%	-0.5	0%	0	-8%	0.6	-13%	-20
COc1ccc(-c2csc(NC(=O)C3CC(=O)N(Cc4ccco4)C3)n2)cc1 (configuration not stated)	5%	6%[57.1 µM]	2.1	9%	1	-15%	0.0	-3%[57.1 µM]	3
O=C(O)CCCCCNC(=O)Cn1nnc2ccccc2c1=O	-5%	5%	0.5	6%	-4	-3%	0.2	-3%	1
